# 14-3-3 PPI: modulators of human 14-3-3 gamma - Raf peptide interaction | hit rate 0.19% among 160,000 | inhibition, % at 40 µM | FP, 14-3-3gamma / TMR-pS259-Raf peptide binding | P61981; in the data active = inhibition above about 30%;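 also: 0% = protein plus tracer without compound and 100% = blank with tracer alone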
# Target sequence (P61981 whole entry, looked up): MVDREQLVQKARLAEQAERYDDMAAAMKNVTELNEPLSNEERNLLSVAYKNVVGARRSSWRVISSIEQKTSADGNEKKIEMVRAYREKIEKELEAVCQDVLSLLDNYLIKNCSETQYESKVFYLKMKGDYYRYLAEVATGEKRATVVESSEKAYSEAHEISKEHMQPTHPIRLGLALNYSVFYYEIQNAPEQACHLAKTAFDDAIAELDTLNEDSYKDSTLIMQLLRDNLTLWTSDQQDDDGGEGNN
# The depositor's hits bear a star; & = joins results of further samples. Only part of the results is shown (hit frequency here may not be typical).
canonical_smiles	14-3-3 PPI
COCCCN1C(=O)c2[nH]nc(-c3ccccc3O)c2C1c1ccc(Cl)cc1 (configuration not stated)	-9
CCOCCCNC(=O)C(c1ccc(Cl)cc1)N1CCN(c2ccccc2)CC1 (configuration not stated)	-2
NC(=O)CSc1nnc(CNc2cccc(Cl)c2)n1CCc1ccccc1	4
Cc1cc(NS(=O)(=O)c2ccc(Nc3nc(-c4ccc(Cl)cc4)cs3)cc2)no1	6
Cc1nnc(-c2ccc(N3CCOCC3)c([N+](=O)[O-])c2)o1	-2
COc1ccc(C2Oc3ccc(Cl)cc3C3CC(c4ccc(C)o4)=NN32)cc1 (configuration not stated)	-250
COc1cc2c(=O)n(CC3CCCO3)c(=O)n(CC(=O)c3ccc(Br)cc3)c2cc1OC (configuration not stated)	-1
COC(=O)c1ccc2c(=O)n(Cc3ccc(C(=O)NCc4ccccc4OC)cc3)c(=S)[nH]c2c1	4
CC(C)Oc1ccc(/C(O)=C2/C(=O)C(=O)N(CCCN3CCOCC3)C2c2ccncc2)cc1 (configuration not stated)	1
COc1ccc(N2C(=O)c3cccc4cccc(c34)C2=O)cc1	7
O=C1C(c2ccccc2F)N(Cc2ccc3c(c2)OCO3)C(=O)CN1C1CCCCCC1 (configuration not stated)	-2
O=C(COc1ccccc1)Nc1sc2c(c1C(=O)Nc1cccc3ccccc13)CCC2	-10

# The list goes on.
canonical_smiles	14-3-3 PPI
Fc1ccc(C2CC(c3ccc(Cl)cc3)Nc3nnnn32)cc1 (configuration not stated)	3
Cc1ccccc1-n1nc(C)c2cc(C(=O)N3CCN(S(=O)(=O)c4ccccc4)CC3)sc21	5
COc1ccccc1S(=O)(=O)Cc1ccc(C(=O)N2CCCC2)o1	-5&-4
CCOC(=O)c1cc2c3c(c1)C1C=CCC1C(c1cccc([N+](=O)[O-])c1)N3CC1CC=CC21 (configuration not stated)	-27
CN(C)C(=O)C1(c2ccccc2)CCN(S(=O)(=O)c2ccccc2)CC1	2
Cc1ccc(C)c(N2COc3ccc4cc(Br)ccc4c3C2)c1	3
COc1cc(CN2CCC(C(=O)N3CCN(c4ccccc4F)CC3)CC2)ccc1O	-10
COc1ccccc1C1CC(=O)C2=C(C1)NC(C)=C(C(=O)OCC1CCCO1)C2c1ccc([N+](=O)[O-])cc1 (configuration not stated)	-1
COc1ccc2c(c1)CCc1c(C(=O)Nc3sc4c(c3C#N)CCCC4)noc1-2	-8
Cc1cccc(N(Cc2ccccc2F)S(C)(=O)=O)c1	-5
CCCCc1c(C#N)c(N)nc2sc(C(=O)c3ccc([N+](=O)[O-])cc3)c(N)c12	-5
CC(C)CCNC(=O)NC(=O)COc1ncnc2sccc12	-23

# (next part)
canonical_smiles	14-3-3 PPI
CC1CCN(C(=O)c2ccc(SCc3ccccc3F)c([N+](=O)[O-])c2)CC1	-3
CC(=O)c1cc2c(N)c(C(=O)c3ccc(Br)cc3)sc2nc1C	-8
COc1cc(OC)cc(C(=O)Nc2c(C)nn(-c3ccccc3)c2C)c1	-10
O=C(c1ccco1)N1CCN=C1SCc1ccc(F)cc1	1
COc1cccc(-c2nnc(SCC(=O)Nc3ccc(S(N)(=O)=O)cc3)n2C)c1	-2
CC(C)=CCn1c(N2CCCCC2)nc2c1c(=O)[nH]c(=O)n2C	-8
CCn1cc(C(=O)NCCc2ccc(OC)c(OC)c2)c2c3ccccc3n(C)c2c1=O	-9
Cc1c(NC(=O)c2cc(-c3ccc(F)cc3)on2)c(=O)n(-c2ccccc2)n1C	-3
O=C(COc1ccccc1Br)Nc1ccccc1Cl	2
O=C(CCN1C(=O)c2cccnc2C1=O)N1CCN(c2ccc([N+](=O)[O-])cc2)CC1	-5
CCCCNC(=O)CN1C(=O)COc2ccc(Cl)cc21	-9
COc1ccc(OC)c(C2CC(=O)C3=C(C2)NC(=O)CC3c2ccc(O)c(OC)c2)c1 (configuration not stated)	-5

# The list goes on.
canonical_smiles	14-3-3 PPI
Cn1c(=O)c2c(nc(Oc3ccc4c(c3)OCO4)n2Cc2ccc(F)cc2)n(C)c1=O	-5
COc1ccc(C2C(C(C)=O)=C(O)C(=O)N2c2cccc(Br)c2)cc1 (configuration not stated)	16
Cc1nn(CC(=O)N(C)c2ccc(OC(F)(F)Cl)cc2)c(C)c1[N+](=O)[O-]	-5
COc1ccc(Cl)cc1-c1n[nH]c(=S)n1C	1
CN(C)S(=O)(=O)c1ccc(/C(O)=C2\C(=O)C(=O)N(CCN3CCCCC3)C2c2ccc(F)cc2)cc1 (configuration not stated)	2
Cc1ccc(C2=NN(CCC(=O)NCCN3CCCC3)C(=O)CC2)cc1	-6
CCCCNC(=O)NS(=O)(=O)c1ccc(C(=O)OC)o1	1
CN(C)S(=O)(=O)Nc1ccc2c(c1)Cc1ccccc1-2	-6
COC(=O)C(CC(C)C)NC(=O)c1ccc(F)cc1 (configuration not stated)	-5
CCCCOC(=O)c1cccc(NC(=O)c2ccco2)c1	-10
COc1ccc(NC2=Nc3ccccc3CC2)cc1	0
O=C(C1CCN(S(=O)(=O)c2cccc3cccnc23)CC1)N1CCN(Cc2ccccc2)CC1	0

# Next part:
canonical_smiles	14-3-3 PPI
CSc1nnc2c(n1)OC(c1cc(C)ccc1C)Nc1ccccc1-2 (configuration not stated)	-7
C=CCc1cc(C(=O)N2CCCCC2)ccc1O	3
CCCOC(=O)c1[nH]c2c(c1C)C(=O)CC(c1ccc(F)cc1)C2 (configuration not stated)	7
C=CCN1C(=O)C(O)(CC(=O)c2ccc(CC)cc2)c2cc(Br)ccc21 (configuration not stated)	-13
COc1cc(C2C(=O)N(C3CCC(C)CC3)CC(=O)N2C2CCCCCCC2)ccc1OC(C)C (configuration not stated)	0
CCOc1ccc(Sc2cc(C(=O)NCc3ccco3)c3ccccc3n2)cc1	-12
CCOC(=O)N1CCN(C(=O)c2sc3nc(-c4ccc(F)cc4)cn3c2C)CC1	-4
COc1ccc(OCc2nnc(SCC(N)=O)n2-c2ccccc2OC)cc1	-4
COc1cccc(C2C(C(=O)OCc3ccccc3)=C(C)NC3=C2C(=O)CCC3)c1 (configuration not stated)	-1
COc1cc(-c2nnc(SCC(=O)c3ccc(C)cc3)o2)cc(OC)c1OC	1
COc1ccc(C2C3=C(CCCC3=O)OC3=C2C(=O)CCC3)cc1OC	-7
COc1cccc(C2CC(c3ccccc3Cl)n3nc(N)nc3N2)c1 (configuration not stated)	-5

# Other compounds.
compound | 14-3-3 PPI
O=C(Nc1c(-c2ccccc2)nc2ccc(Cl)cn12)c1cccs1 | 2
Cc1ccc(S(=O)(=O)NC(=O)NCCc2ccccc2)cc1 | 5
C=C(c1ccccc1)c1ccc(OC)cc1 | -7
COc1ccc(-c2nc(C#N)c(NCC3CCCO3)o2)cc1OC (configuration not stated) | -4
O=C(NC1(C(F)(F)F)C(=O)Nc2c1c(=O)[nH]c(=O)n2-c1ccccc1F)c1cccs1 (configuration not stated) | -3
Cc1cc(=O)n(CCO)c(=O)[nH]1 | 2
CC1(C)CC(=O)C2=C(C1)N(CCc1ccccc1)C1=C(C(=O)CC(C)(C)C1)C2c1ccc(O)cc1 | 0
O=C1C2C(c3ccc(Cl)cc3)NN(C(=O)c3cccc(Br)c3)C2C(=O)N1c1ccccc1Cl (configuration not stated) | -55
CCC(NC(=O)Nc1nccs1)(C(F)(F)F)C(F)(F)F | 5
O=C(Nc1cccc(NC(=O)c2ccccc2Cl)c1)c1ccc(Cl)c([N+](=O)[O-])c1 | -5
COC(=O)c1c(C)oc2c1cc(NS(=O)(=O)c1cc(C)c(C)cc1C)c1ccccc12 | -50
Cc1ccc(CSCc2ccc(C(=O)NC3CCCC(C)C3C)o2)cc1 (configuration not stated) | -6
CC(=O)c1ccc(OCC(O)CN2CCN(CCO)CC2)cc1 (configuration not stated) | 4
O=C(CSc1nnc(-c2ccccc2Br)o1)N1CCc2ccccc2C1 | 8
Cc1ccc(NC(=O)Cn2cccc2)c(Br)c1 | -4
CCOC(=O)c1nn(-c2cc(C(=O)OC)cc(C(=O)OC)c2)cc1O | -2
Cc1ccc(C2=NN(C(=O)c3ccccc3Br)C(O)(C(F)(F)F)C2)cc1 (configuration not stated) | 1
CC(C(=O)Nc1ccc(S(=O)(=O)N2CCCCC2)cc1)N(c1ccccc1)S(C)(=O)=O (configuration not stated) | -7
COCC(=O)Oc1c(Sc2ccccc2[N+](=O)[O-])c(C)nn1C(C)(C)C | 0
Cn1c(=O)c2c(nc3n(-c4ccccc4)c(-c4ccccc4)cn23)n(C)c1=O | -1
CCOC(=O)N1CCN(C(=O)c2ccc(NS(C)(=O)=O)cc2)CC1 | -3
COC(=O)C1C(=O)C2=C(CC1C)NC(C)=C(C(=O)OCc1ccc(OC)cc1)C2c1ccc(C)o1 (configuration not stated) | -10&-1
O=C(Nc1ccccc1C(F)(F)F)c1ccc(F)c(S(=O)(=O)N2CCc3ccccc32)c1 | -5
CCc1cccc(NC(=O)C2c3ccccc3C(=O)N(CCOC)C2c2cn(C)c3ccccc23)c1 (configuration not stated) | -4
COc1cc(NC(=O)CCS(=O)(=O)c2cc(Br)cc3c2N(C(C)=O)CC3)cc(OC)c1 | 5
Cn1c(=O)oc2cc(S(=O)(=O)NCCC(=O)NC3CCCC3)ccc21 | -7
O=C(O)CCC(=O)Nc1ccccc1F | -25
CCc1nc2c(sc3nc(N4CCOCC4)c4c(c32)CC(C)(C)OC4)c(=O)o1 | -5&2
COc1ccc(-c2csc(NC(=O)c3ccccc3C(=O)O)n2)cc1 | -6
COc1ccccc1CNC(=O)CCn1c(=O)oc2ccccc21 | 1

# Reprinted at random: 5 records from the list.
compound | 14-3-3 PPI
Cc1cc(=O)n(CCO)c(=O)[nH]1 | 2
CC1(C)CC(=O)C2=C(C1)N(CCc1ccccc1)C1=C(C(=O)CC(C)(C)C1)C2c1ccc(O)cc1 | 0
CCOC(=O)c1nn(-c2cc(C(=O)OC)cc(C(=O)OC)c2)cc1O | -2
COC(=O)C1C(=O)C2=C(CC1C)NC(C)=C(C(=O)OCc1ccc(OC)cc1)C2c1ccc(C)o1 (configuration not stated) | -10&-1
COc1ccccc1CNC(=O)CCn1c(=O)oc2ccccc21 | 1

# (list continues)
compound | 14-3-3 PPI
COc1ccc(OCc2nnc3n2N=C(c2ccc(OC)cc2)CS3)cc1 | 1
CCOC(=O)c1[nH]c(C)c(CC(C)C)c1C | -5
CCOC(=O)C1CCN(c2c(NC3CCCCCCC3)c(=O)c2=O)CC1 | -5
NC(=O)C1CCN(S(=O)(=O)c2cc(C(=O)Nc3ccc(Br)cc3)ccc2F)CC1 | -1
Cc1c(C)c2ccc(OCC(=O)N(C)C)c(C)c2oc1=O | 3
O=C(Nc1ncc(S(=O)(=O)c2ccc([N+](=O)[O-])cc2)s1)c1ccc(F)cc1 | -3
Cn1cc(CC(=O)NCc2cccs2)c2ccccc21 | 12
CCCCCn1c(=O)[nH]c2cc(C(=O)NC3CCC(C)CC3)ccc2c1=O (configuration not stated) | 7
CCn1cnc2sc(C(=O)Nc3ccc(Oc4ccc(Cl)cc4)cc3)c(C)c2c1=O | 2
Cc1cc(NC(=O)C2CC(=O)OC2c2ccccc2)no1 (configuration not stated) | 16&2
CCc1nc2ccccc2c(NC(=O)CNC(C)(C)CC(C)(C)C)c1C | -3
N#Cc1c2c(c(NCc3cccnc3)n3c1nc1ccccc13)CCC2 | -44
COc1ccc(-c2nc(C#N)c(N3CCN(c4ccccc4)CC3)o2)cc1 | 3
Cc1cc(C)n(C(=O)CNc2cccc(Cl)c2C)n1 | -5
CN(C)c1ccc(C2N(Cc3ccccc3)CCN2Cc2ccccc2)cc1 | -4
Cc1cc(N2C(=O)c3ccc(C(=O)N4CCCCCC4)cc3C2=O)no1 | -1
O=C(CN1CCOCC1)OCCCN=C1NS(=O)(=O)c2ccccc21 | -4
CCOC(=O)c1c(NC(=O)c2ccccc2F)sc(C(=O)Nc2cccc(Cl)c2)c1C | 2
Cc1ccc(-c2nc(N3CCCCCC3)c3ccccc3n2)cc1 | 1
CC(Sc1nnc2n(C)c3ccccc3n12)C(=O)O (configuration not stated) | 6
CCc1ccc2[nH]cc(C(=O)c3cccc(OC)c3)c(=O)c2c1 | -7
O=C(Cc1c(C(=O)O)[nH]c2ccccc12)NCCN1CCN(c2ccccc2F)CC1 | 0
CCC(=O)N1CCc2cc(Br)cc(S(=O)(=O)CCC(=O)NCc3ccc(C)cc3)c21 | -16
O=C(c1ccc(Cn2c(=S)[nH]c3ccccc3c2=O)cc1)N1CCCCCC1 | -6
O=C(O)CSC(NC(=O)c1cccnc1)(C(F)(F)F)C(F)(F)F | 6
Cc1ccc(CN(C)CCc2ccccn2)cc1 | -9
Cc1cc(C)cc(NC(=O)c2cc(S(=O)(=O)NC3CCCCC3)ccc2F)c1 | 15
O=C(CSc1nnc2sc3ccccc3n12)N1CCN(c2ccccc2)CC1 | 8
CCC(NS(=O)(=O)c1ccc(Cl)c([N+](=O)[O-])c1)C12CC3CC(CC(C3)C1)C2 (configuration not stated) | -1
CCN(CC)c1nc(C)c2c(c1C#N)CC(C)(C)OC2 | 6

# 4 of the entries above in order of their number in 14-3-3 PPI, high to low:
compound | 14-3-3 PPI
Cc1c(C)c2ccc(OCC(=O)N(C)C)c(C)c2oc1=O | 3
CCOC(=O)N1CCN(C(=O)c2sc3nc(-c4ccc(F)cc4)cn3c2C)CC1 | -4
CCCCc1c(C#N)c(N)nc2sc(C(=O)c3ccc([N+](=O)[O-])cc3)c(N)c12 | -5
Cn1c(=O)oc2cc(S(=O)(=O)NCCC(=O)NC3CCCC3)ccc21 | -7

# Next section.
compound | 14-3-3 PPI
COc1ccc(CNc2ccc3c(c2)ncn3C(C)(C)C)cc1OC | -5
CCOc1ccc(S(=O)(=O)N2CCN(c3ccccc3F)CC2)c2cccnc12 | -5
Cc1ccc(Nc2nc(N)nc(CN3CCN(Cc4ccc5c(c4)OCO5)CC3)n2)c(C)c1 | -10
O=C(c1ccc2nc3ccsc3c(=O)n2c1)N1CCN(Cc2ccccc2)CC1 | -5
CCOC(=O)c1c(N)oc2c3c(c(O)cc12)C(=O)c1ccccc1C3=O | -116
COC(=O)c1ccccc1Sc1c(-c2ccccc2)nc2sccn12 | 3

# Screening data: PubChem BioAssay, Emory University Molecular Libraries Screening Center
